PDI inh = inhibitors of human PDI, primary screen, biochemical, turbidity, single point, plate reader | inhibition, % at 10 µM | PDI insulin aggregation turbidity, A650, 90 min | 350,000 compounds, 0.052% hits | Protein disulfide-isomerase (Homo sapiens), P07237;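 active = mean inhibition across replicates of 30% or more, whatever share of single replicates reach that level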;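 also: absorbance from insulin aggregation driven by PDI reduction with DTT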
Target sequence (P07237 whole entry, looked up): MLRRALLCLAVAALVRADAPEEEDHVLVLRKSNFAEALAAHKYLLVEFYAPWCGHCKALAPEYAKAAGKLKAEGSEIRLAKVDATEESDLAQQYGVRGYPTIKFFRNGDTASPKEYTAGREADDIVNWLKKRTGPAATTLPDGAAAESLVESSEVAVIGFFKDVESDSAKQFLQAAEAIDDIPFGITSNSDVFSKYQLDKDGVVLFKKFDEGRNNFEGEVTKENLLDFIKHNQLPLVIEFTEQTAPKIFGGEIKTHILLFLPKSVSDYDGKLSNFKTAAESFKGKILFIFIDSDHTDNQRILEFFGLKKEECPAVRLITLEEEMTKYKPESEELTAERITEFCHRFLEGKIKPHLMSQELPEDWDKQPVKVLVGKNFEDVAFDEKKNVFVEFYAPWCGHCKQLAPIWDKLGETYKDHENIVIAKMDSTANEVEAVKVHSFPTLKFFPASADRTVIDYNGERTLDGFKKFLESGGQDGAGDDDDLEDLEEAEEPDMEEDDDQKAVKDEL
MITF TRPM1 inh = inhibitors of MITF-dependent TRPM1 promoter reporter, primary screen, cell-based, SK-MEL-5, single point, luciferase | SK-MEL-5 TRPM1 promoter luciferase, 24 h | inhibition, % at 12.5 µM | 330,000 compounds, 0.83% hits | AID 488899, 2010;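 active = mean inhibition across replicates of 60% or more, whatever share of single replicates reaches that level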; also: values of inactives mirror those of a sister screen read the other way
Vif imaging = HIV Vif self-association inhibitors, primary screen, imaging, HEK293T, single point. HEK293T cells, Vif self-association by quenched fluorescence, 24 h. inhibition, % at 7.49 µM. 340,000 compounds, 0.35% hits; in the data active = inhibition above about 50%, passing the limit was not always enough; also: some results filed as inactive read as strong as hits
hiPSC survival = enhancers of single-cell hiPSC survival, primary screen, ATPlite luminescence; 100% = ROCK inhibitor wells, 0% = DMSO; survival enhancement, % at 20 µM; 360,000 compounds, 0.044% hits; AID 602274, 2012; in the data active = survival enhancement above about 18%;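 also: cells exposed to compounds for 16 hours before the ATP read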
aDG glyco act = activators of alpha-DG glycosylation, primary screen, uHTS, Pro5-aDG cells, AlphaScreen. activation, % at 10 µM. 360,000 compounds, 0.22% hits. alpha-DG glycosylation AlphaScreen (IIH6); 0% Pro5, 100% B10-LARGE cell signal. AID 624168, 2012;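 active = activation of at least 8% versus controls, or a plate z-score of at least 8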;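 also: Pro5 are CHO cells carrying HIG-tagged alpha-DG that lacks glycosylation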
Peg3 prom inh = Peg3 promoter-driven luciferase inhibitors, primary screen, cell-based, HeLa, luciferase luminescence. 360,000 compounds, 1.7% hits. HeLa PEG-Prom luciferase reporter, overnight. inhibition, % at 20 µM;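 active = inhibition of at least 50% at 20 µM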
NR2E3 ag-1 = inhibitors of NR2E3-RetCOR corepressor binding, primary screen, NR2E3 agonist project, biochemical, TR-FRET, GST-NR2E3, biotin-RetCOR; inhibition of corepressor binding, % at 4.78 µM; 320,000 compounds, 0.12% hits; AID 2300, 2010; Photoreceptor-specific nuclear receptor (Homo sapiens), Q9Y5X4; 1536-well;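 active = percent inhibition above the cutoff of mean plus 3 SD of all tested compounds, set per screening campaign, cut at about 20% in these data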;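 also: 0% = DMSO wells and 100% = biotin wells as full block of FRET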
Target sequence (Q9Y5X4 whole entry, looked up): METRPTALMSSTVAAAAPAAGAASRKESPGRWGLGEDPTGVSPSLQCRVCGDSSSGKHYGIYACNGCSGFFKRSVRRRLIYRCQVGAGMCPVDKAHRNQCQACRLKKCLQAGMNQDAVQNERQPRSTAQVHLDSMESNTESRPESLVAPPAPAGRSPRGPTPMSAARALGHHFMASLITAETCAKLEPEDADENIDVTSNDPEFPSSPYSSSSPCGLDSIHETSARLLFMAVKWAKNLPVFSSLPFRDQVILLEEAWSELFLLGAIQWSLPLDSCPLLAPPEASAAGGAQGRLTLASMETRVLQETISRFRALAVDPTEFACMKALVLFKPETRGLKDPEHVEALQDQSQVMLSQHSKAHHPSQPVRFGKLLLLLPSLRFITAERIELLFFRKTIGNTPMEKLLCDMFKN
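Material – GST-tagged NR2E3 plus biotinylated RetCOR corepressor · Quantity – NR2E3 fusion 1.35 nM · Times – 5 h incubation at 4 °C · Medium – pH 7.5 Tris-based buffer · Technique – TR-FRET, Eu(K)-anti-GST donor, streptavidin-D2 acceptor, ex 340, em 617/671 nm · Benchmarks – high control biotin, low control 0.6% DMSO · Format – 1536-well plates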
CaV13 ICDI inh = Primary screen for inhibitors of IQ motif and Ca2+-dependent inactivation inhibitor domain binding in CACNA1D, Förster resonance energy transfer in living cells, …. HEK cells, CFP/YFP FRET ICDI-IQ, plate reader, 10 min; percent FRET-ratio fall versus neutral wells. inhibition, % at 12.3 µM. 340,000 compounds, 0.098% hits. AID 743397;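 active = mean replicate inhibition of at least 30% and at least 1% of replicates passing that level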;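 also: 0% = median of the neutral control wells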
HIF-2a block = HIF-2a reporter inhibitors, primary screen, luminescence, 786-0 RCC cells. 786-0 RCC cells HIF-2a reporter, luciferase luminescence, overnight. 360,000 compounds, 0.72% hits. AID 624352, 2012. inhibition, % at 18.8 µM;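 active = inhibition of the luminescence signal of 40% or more relative to plate controls, in a single-dose primary screen at 18.75 µM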
Exocytosis inh = LAMP-1 surface exposure blockers, TALL-104 cells – cell-based, flow cytometry, MLPCN library, primary screen | 360,000 compounds, 0.66% hits | TALL-104 LAMP-1 surface exposure; cells stimulated with thapsigargin and PMA | inhibition, % at 10 µM;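 active = inhibition above about 55%, limit read from the data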
NR2E3 ag-2 = NR2E3 agonists in two-hybrid cells, primary screen, cell-based, luminescence, CHO-S, Gal4-NCOR/VP16-NR2E3. Photoreceptor-specific nuclear receptor (Homo sapiens), Q9Y5X4. luciferase. inhibition of corepressor binding, % at 3.98 µM. 360,000 compounds, 0.35% hits. AID 602229, 2012;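 active = inhibition above the mean of all tested compounds plus 3 SD, cut at about 70% in these data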;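 also: 0% = DMSO with NR2E3 transfected cells and 100% = cells lacking NR2E3 construct; higher means lower luciferase signal from less NR2E3 corepressor binding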
* marks the source's active call; other numbers are inactive results; / = not tested or not shown.

Compound	PDI inh	MITF TRPM1 inh	Vif imaging	hiPSC survival	aDG glyco act	Peg3 prom inh	NR2E3 ag-1	CaV13 ICDI inh	HIF-2a block	Exocytosis inh	NR2E3 ag-2
CC(C)CCN1CCC(CN2C(=O)C(=O)NC[C@@H]2Cc2ccccc2)CC1	-10	-5	/	0.2	-0.3	1	/	-10	5	0	-20
COCCn1c(=NC(=O)c2ccc(S(=O)(=O)N3CCOCC3)cc2)sc2cc(S(N)(=O)=O)ccc21	5	-5	-3	0.9	-0.1	20	0	-5	12	0	-45
COc1ccccc1OCC(=O)NNC(=O)c1cnccn1	-8	5	-2	1.1	-0.1	10	3	/	19	1	-1
Cc1onc(-c2ccccc2)c1C(=O)OCc1nnc(-c2ccccc2)o1	6	-14	-10	-0.3	0.3	-10	-3	-6	-15	2	1
NC(=O)c1ccc(NC(=O)c2cncn2-c2ccccc2)cc1	25	-7	-1	-0.5	-0.1	-17	-3	-3	-4	1	-10
CC[C@]12c3[nH]c4ccc(OC)cc4c3CCN1C(=O)C(CC(=O)NCc1cccc(C(F)(F)F)c1)C[C@@H]2C(=O)N1CCN(C(=O)c2ccco2)CC1 (stereo partly specified)	14	0	-11	-1.2	0.3	2	/	-10	3	-10	-26
CCCNC(=O)COC(=O)/C=C/c1ccco1	1	-4	8	-0.3	-0.1	3	1	-5	5	-2	-6
C/C(=N\N1CCN(C)CC1)c1ccc(Cl)c(Cl)c1	3	-8	3	-0.7	0.2	-42	-3	-19	9	0	2
Cc1nc(CNS(=O)(=O)c2ccc3c(c2)OCCO3)cs1	12	8	-3	0.0	-0.1	17	2	-5	-16	5	3
COc1ccc(CCN(C)C2CCCN(S(=O)(=O)c3ccccc3)C2)cc1OC (stereo unspecified)	2	-2	2	-0.2	0.1	24	/	-3	20	-4	7
Cc1ccc(S(=O)(=O)Oc2ccc(N3C(=O)C4C5CCC(C5)C4C3=O)cc2)cc1 (stereo unspecified)	-1	-10	-12	1.8	1.1	-15	2	4	-20	-2	-28
CCCC1NC(=O)c2cccnc2-n2c1nc1ccccc1c2=O (stereo unspecified)	1	/	/	3.8	0.1	3	/	-6	3	-9	-1

Overlap with the part before: two entries, then new ones.
Compound	PDI inh	MITF TRPM1 inh	Vif imaging	hiPSC survival	aDG glyco act	Peg3 prom inh	NR2E3 ag-1	CaV13 ICDI inh	HIF-2a block	Exocytosis inh	NR2E3 ag-2
Cc1ccc(S(=O)(=O)Oc2ccc(N3C(=O)C4C5CCC(C5)C4C3=O)cc2)cc1 (stereo unspecified)	-1	-10	-12	1.8	1.1	-15	2	4	-20	-2	-28
CCCC1NC(=O)c2cccnc2-n2c1nc1ccccc1c2=O (stereo unspecified)	1	/	/	3.8	0.1	3	/	-6	3	-9	-1
COc1ccc(Cl)cc1NC(=O)Cn1c(=O)n2nc(C)nc2c2ccccc21	/	9	19	2.3	0.0	12	-2	-11	6	1	-39
Cn1c(=O)oc2cc(S(=O)(=O)NCCN3CCN(c4ccccc4F)CC3)ccc21	/	14	-10	0.3	-0.3	6	2	-3	6	2	1
CCC(C)n1c(SCC(=O)Nc2ccccc2C(F)(F)F)nc2ccsc2c1=O (stereo unspecified)	5	1	-3	5.4	0.3	25	0	-5	24	0	1
O=C(CSc1ncnc2nc[nH]c12)Nc1nnc(SCc2ccc(Cl)c(Cl)c2)s1	-3	5	-3	0.3	0.2	-7	1	2	3	1	-40
Cc1nn(CCC(=O)N2CCN(S(=O)(=O)c3ccc(Cl)cc3)CC2)c(C)c1C	5	20	-5	0.2	0.1	8	4	-3	9	12	-18
CNC(=O)CCCN1C(=O)c2ccccc2Sc2ncccc21	-5	10	2	-0.2	-0.1	17	-2	-4	13	-7	-20
COc1ccc(C(=O)Nc2cc(C)c3c(=O)oc4ccccc4c3n2)cc1	3	/	/	-0.6	0.4	-11	1	-5	-6	8	-30
COc1cc(C2CC(=O)N3CN(Cc4ccccc4)CSC3=C2C#N)ccc1OCc1ccccc1 (stereo unspecified)	/	-8	-11	6.8	0.3	21	4	-3	1	1	-29
CCN1CCN(CCCNC(=O)c2ccc3c(Cl)c4c(nc3c2)CCCC4)CC1	-3	92*	-4	0.2	2.2	74*	1	-7	-18	10	1
COc1ccc(C(=O)Nc2nc3ccc(S(C)(=O)=O)cc3s2)cc1OC	-6	16	25	-0.7	-0.5	5	1	-5	-1	-2	-6
Cc1cccc(CN2CCC(CNC(=O)Nc3ccc(F)c(Cl)c3)CC2)c1	-1	15	/	-0.6	5.2*	23	1	-4	13	44	-10
O=C(N/N=C/c1cn(-c2ccccc2)nc1-c1ccc(F)cc1)c1ccc(Br)o1	-9	-10	/	7.7	0.5	-71	0	/	-84	-3	-12

Next structures
Compound	PDI inh	MITF TRPM1 inh	Vif imaging	hiPSC survival	aDG glyco act	Peg3 prom inh	NR2E3 ag-1	CaV13 ICDI inh	HIF-2a block	Exocytosis inh	NR2E3 ag-2
CCC(C(=O)OCC(=O)C1(O)CCC2C3CCC4=CC(=O)CCC4(C)C3C(O)CC21C)C(C)C (stereo unspecified)	9	-2	-14	-0.9	0.8	29	/	-6	0	0	13
COc1ccc(OCCCC(=O)Nc2ccc(N3CCCCC3)cc2)cc1	-1	1	2	-0.3	0.0	1	-2	-2	16	-1	-11
O=C(COC(=O)/C=C/c1ccccc1Cl)NC1CCCCCC1	5	-11	49	2.4	0.1	6	0	-4	9	-1	11
CCCc1nnc(SCC(=O)NC2CCCCC2)n1CCOC	4	7	5	0.4	1.2	9	3	-7	1	4	4
O=C(Nc1cc(F)cc(F)c1)c1sc(Cl)nc1-c1ccccc1	1	6	-18	-0.5	0.2	-1	-3	-5	13	-2	-3
C[C@@H](NC(=O)[C@H]1O[C@@H](n2cnc3c(N)ncnc32)[C@H](O)[C@@H]1O)c1cccc2ccccc12	/	/	4	7.3	-0.1	24	/	-4	15	-2	-13
COc1ccc2oc(=O)c(C(=O)Nc3ccccc3C)cc2c1	5	-67	-5	-0.4	-0.2	-305	1	-2	-271	-8	-122
O=C(Nc1ccccc1C(=O)Nc1ccccn1)c1ccc([N+](=O)[O-])cc1	-3	7	2	0.2	0.4	-1	2	-7	8	-1	-1
CCOC(=O)C1CCCN(C(=O)c2cc(Nc3ccc(OC)cc3)nc3ccccc23)C1 (stereo unspecified)	2	5	1	-2.3	0.2	8	-1	-5	-12	0	-3
COc1cc(Cl)c(S(=O)(=O)N2CC(C)OC(C)C2)cc1Cl (stereo unspecified)	6	1	6	-1.4	0.2	-55	-2	-4	-53	0	-28
O=S(=O)(c1ccccc1)C(Br)S(=O)(=O)c1ccccc1	3	/	1	1.2	-0.1	2	/	-8	13	3	22
COCC(C)n1c(SCC(=O)NNC(=O)c2ccc(F)cc2)nc2ccccc2c1=O (stereo unspecified)	16	9	-1	2.6	0.2	12	-1	-7	10	1	11

(further entries)
Compound	PDI inh	MITF TRPM1 inh	Vif imaging	hiPSC survival	aDG glyco act	Peg3 prom inh	NR2E3 ag-1	CaV13 ICDI inh	HIF-2a block	Exocytosis inh	NR2E3 ag-2
O=C1CC2(CCN(C(=O)c3ccc(Cl)cc3)CC2)Oc2ccccc21	1	2	-1	-0.1	0.4	14	0	-2	23	-2	-11
COc1cc(CC(=O)OCC(=O)NCC(C)C)cc(OC)c1OC	9	-16	0	1.7	0.1	8	1	-4	12	2	-36
Cc1ccc(NC2=NCC(=O)N2C2CCCC2)cc1C	-10	5	0	-1.2	-0.4	-6	1	-16	-23	0	-14
CN(C)S(=O)(=O)c1ccc(F)c(C(=O)Nc2ccccc2C(=O)NC2CC2)c1	-5	4	22	-0.4	0.0	2	1	-5	11	5	-6
CCCCC1(CC)C(=O)NC(=O)NC1=Nc1ccc(OC)cc1 (stereo unspecified)	10	-12	3	1.1	0.2	-14	1	-9	-28	-1	-23
CC(C)c1nc2scc(-c3ccc(Cl)cc3)c2c(=O)n1N	-5	-39	3	0.1	0.0	-75	-1	-2	-182	5	-48
COc1ccc(-c2cn(CCC(=O)O)c(-c3ccncc3)n2)cc1	1	-3	5	4.8	0.0	-7	3	-6	20	-9	17
COc1ccccc1C(=O)NC(=O)Nc1cccc(Cl)c1	5	-32	7	-0.5	-0.1	-257	1	-18	-288	-10	-157
COc1ccc(C(CC(=O)O)NC(=O)COc2ccccc2)cc1OC (stereo unspecified)	-2	2	/	-0.5	-0.1	-9	-3	/	7	-5	5
O=C(CNS(=O)(=O)c1ccc(F)cc1)N1CCCCCC1	0	-19	1	0.5	0.1	-18	1	-3	-23	3	-18
COc1ccc(-n2c(=O)cc(N3CCCCCC3)[nH]c2=O)cc1	1	12	/	-2.6	-0.1	4	3	-5	-8	-1	-54
CNC(=S)N1N=C(c2ccc(OC)cc2)CC1c1ccc(Cl)cc1Cl (stereo unspecified)	1	0	9	-1.8	0.3	2	0	11	-1	-1	-15

(further entries)
Compound	PDI inh	MITF TRPM1 inh	Vif imaging	hiPSC survival	aDG glyco act	Peg3 prom inh	NR2E3 ag-1	CaV13 ICDI inh	HIF-2a block	Exocytosis inh	NR2E3 ag-2
C=CCNCc1ccc(C(=O)NCCCCCCC)cc1[N+](=O)[O-]	-7	-22	3	0.9	2.5	-45	0	-4	-64	3	4
CN1C[C@@H]2[C@@H]3C(=O)N(Cc4ccccc4)C(=O)[C@@H]3[C@](Cc3ccccc3)(C1=O)N2C(=O)c1ccc(F)cc1	7	20	-6	0.4	0.4	15	/	-9	3	-7	-13
CCCCN1C(=O)CC(SC2CC(=O)N(CCCC)C2=O)C1=O (stereo unspecified)	-8	-8	9	2.3	-0.1	10	/	-5	-5	1	-1
O=C(Cn1ccccc1=O)Nc1ccc(Cl)c(S(=O)(=O)N2CCCCC2)c1	8	6	-15	-0.4	0.1	8	2	-5	6	-1	18
CSc1nnc(C)c(/C=C/Nc2ccc(Cl)cc2)n1	-20	8	5	-2.6	-0.1	0	1	-13	9	-1	-14
O=S(=O)(Nc1ccc(-n2cnnn2)cc1)c1cccc(Cl)c1	0	-4	3	-0.4	-0.2	-2	/	-5	15	-9	24
O=C(Cc1ccc(-n2cccc2)cc1)N1CCN(c2ccccc2F)CC1	3	11	-10	-0.3	1.4	8	1	-2	13	-3	-30
CNc1nc(N/N=C/c2cc([N+](=O)[O-])ccc2F)nc(Nc2ccccc2)n1	3	7	-15	-0.7	0.7	20	/	-14	38	-2	-26
CC(C)CC(=O)NNC(=S)NCc1ccco1	-1	10	-1	1.8	0.0	5	-3	-19	3	-5	24
N#Cc1c(NC(=O)c2ccccc2Cl)n(Cc2ccccc2)c2nc3ccccc3nc12	2	3	-17	0.5	0.9	44	3	10	-2	104*	87*

Screening data deposited in PubChem by several laboratories.
